ABHD5 PLIN5 PPI – ABHD5-PLIN5 interaction inhibitors, primary screen, cell lysate, split luciferase complementation, luminescence | Perilipin-5 (Homo sapiens) + 1-acylglycerol-3-phosphate O-acyltransferase ABHD5 (Homo … | Split G. princeps luciferase complementation, 4 h | inhibition, % at 4 µM | 0.78% of 360,000 active;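 active = inhibition above the mean inhibition across every tested compound plus 3 SD, cut at about 22% in these data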;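 also: 0% = DMSO only wells and the 100% control is not disclosed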
MC4R barr agon – MC4R agonists recruiting beta-arrestin, primary screen, cell-based, luminescence, agonist arm of biased-ligand search. U2OS MC4R beta-arrestin complementation; percent of melanotan II response, DMSO zero. AID 540308, 2011. activation, % at 8.9 µM. 0.98% of 360,000 active;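 active = activation above a per-plate cutoff, the mean activation of sample wells on that plate plus 3 SD, cut at about 8% in these data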
SRC2 inh – inhibition of GAL4-SRC2 driven luciferase reporter, primary screen, SRC2 inhibitor project, cell-based, luminescence | Nuclear receptor coactivator 2 (Homo sapiens), Q15596 | AID 651957, 2012 | HEK293 GAL4-SRC2 luciferase reporter | inhibition, % at 9 µM | 0.17% of 370,000 active;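 active = inhibition above the mean inhibition of all tested compounds plus 3 SD, set per campaign, cut at about 52% in these data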;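 also: 0% = DMSO treated cells and 100% = cells given Gossypol at 36 µM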
TLR9-MyD88 inh – inhibitors of TLR9-MyD88 association in cells, primary screen, cell-based, CHO, BLA complementation, fluorescence; inhibition, % at 4.98 µM; AID 504734, 2011; 0.21% of 340,000 active; CCF4 FRET ratio; Toll-like receptor 9 (Homo sapiens) + Myeloid differentiation primary response protein …;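 active = inhibition above the mean over all tested compounds plus 3 SD, cut at about 21% in these data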;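 also: 0% = DMSO only wells and 100% = clavulanate BLA inhibitor control wells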
LRH-1 inv ag – LRH-1 (NR5A2) inverse agonists, primary screen, cell-based, luminescence, HEK293T, StAR-luciferase reporter | Nuclear receptor subfamily 5 group A member 2 (Homo sapiens), O00482 | AID 602396, 2012 | inhibition, % at 3.6 µM | LRH-1 transfected, 24 h | 0.13% of 360,000 active;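 active = inhibition above the mean inhibition of all tested compounds plus 3 SD, cut at about 73% in these data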;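 also: 0% = DMSO wells and 100% = reporter-only cells lacking LRH-1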
COUP-TFII inh – NR2F2 transcriptional activity inhibitors, primary screen, cell-based, luciferase reporter, HEK293T, luminescence. COUP transcription factor 2 (Homo sapiens), P24468. HEK293T NGFI-A luciferase reporter. inhibition, % at 8.6 µM. 0.7% of 370,000 active. AID 686940, 2013;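 active = inhibition above a per-plate cutoff, mean inhibition of test wells between control levels plus 3 SD, cut at about 38% in these data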;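 also: cells cotransfected with COUP-TFII expression vector driving the NGFI-A reporter; 0% = median of COUP-TF2 test wells and 100% = reporter-only cells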
MC4R antag cAMP – MC4R antagonists of cAMP signaling, primary screen, cell-based, TR-FRET, antagonist arm of biased-ligand search. Melanocortin receptor 4 (Homo sapiens), P32245. MC4R-expressing cells, MTII-stimulated cAMP, LANCE TR-FRET. inhibition, % at 6.5 µM. 0.48% of 360,000 active. AID 540295, 2011;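 active = inhibition above its plate's cutoff, the mean of tested wells on that plate plus 3 SD, cut at about 29% in these data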;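 also: 0% = Melanotan II alone and 100% = Melanotan II plus saturating MCL0020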
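Material: U2OS-MC4R stable cell line | Reagent: Melanotan II challenge after compound preincubation | Doses: One concentration, 6.5 µM nominal | Incubation: 30-min compound preincubation, 1-h Melanotan II challenge, 1-h detection, room temperature | Signal: TR-FRET cAMP assay | Replicates: One well per compound, no replicates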
EBV LMP1 NFkB – EBV LMP1-driven NF-kappaB luciferase reporter inhibitors, primary screen, cell-based, luminescence, single point; LMP1-induced NF-kappaB luciferase reporter cells; inhibition, % at 12.5 µM; 0.69% of 350,000 active; AID 504558, 2011; in the data active = inhibition above about 41%;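 also: 0% = neutral control wells and 100% = reference inhibitor control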
NOD2 RIPK2 PPI – NOD2-RIPK2 binding disruptors in cells, primary screen, fluorescence, CHO cells, BLA complementation; CCF4 ratio; 0.38% of 360,000 active; inhibition, % at 4.98 µM; in the data active = inhibition above about 21%;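 also: 0% = vehicle only and 100% = reference blocker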
SRC1 inh – SRC1 coactivator transcriptional activity inhibitors, primary screen, cell-based, luminescence | Nuclear receptor coactivator 1 (Homo sapiens), Q15788 | HEK293 GAL4-SRC1 luciferase reporter | inhibition, % at 3.6 µM | 0.12% of 360,000 active | AID 588354, 2011;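 active = inhibition above the campaign mean plus 3 SD, with each screening campaign given its own cutoff, cut at about 60% in these data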;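 also: 0% = DMSO treated cells and 100% = gossypol at 36 µM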
NCOA3 inh – SRC3 coactivator transcriptional activity inhibitors, primary screen, cell-based, luminescence; Nuclear receptor coactivator 3 (Homo sapiens), Q9Y6Q9; HEK293 GAL4-SRC3 luciferase reporter; inhibition, % at 3.6 µM; 0.17% of 360,000 active;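 active = inhibition above a per-campaign cutoff, the mean of all compounds plus 3 SD, cut at about 60% in these data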;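 also: 0% = DMSO-treated cells and 100% = gossypol-treated cells at 36 µM; higher means less SRC3-driven luciferase light from the GAL4 reporter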
Active calls of the source: *. The list is partial, so the mix of outcomes need not match the whole.

SMILES | ABHD5 PLIN5 PPI | MC4R barr agon | SRC2 inh | TLR9-MyD88 inh | LRH-1 inv ag | COUP-TFII inh | MC4R antag cAMP | EBV LMP1 NFkB | NOD2 RIPK2 PPI | SRC1 inh | NCOA3 inh
CC1CN(S(=O)(=O)c2ccccc2)CN1C(=O)N1CCOCC1 (stereo unspecified) | 0.8 | -2.5 | -2.2 | 6.5 | 22.3 | 12.9 | -7.4 | -5.5 | -1.8 | 14.1 | 5.5
O=C(CSc1nnc(-c2ccccc2)o1)N1CCCCC1 | -7.4 | -1.3 | -58.9 | -5.4 | -118.3 | -24.7 | 27.4 | -5.2 | 3.6 | -75.6 | -79.5
CNc1nc(SC(C)C(=O)Nc2ccc(Cl)c(Cl)c2)nc(N2CCOCC2)n1 (stereo unspecified) | -1.2 | -0.6 | -2.7 | -1.4 | -5.3 | 8.6 | -0.1 | 9.3 | 5.9 | 2.7 | 8.0
N/C(=N\OC(=O)c1cccc(Br)c1)c1ccc([N+](=O)[O-])cc1 | 0.5 | -1.1 | 23.0 | -3.8 | 13.1 | 17.3 | 4.5 | -3.8 | 11.3 | -4.7 | 3.4
O=C1C=C(c2ccc(-c3ccccc3)cc2)C[C@@H](c2ccc(Cl)cc2)C1 | 5.7 | -2.0 | 9.4 | 6.1 | -5.9 | -3.2 | 7.2 | -0.2 | -6.4 | 3.7 | -1.5
CCNC(=S)NNC(=O)c1ccc(OC(F)F)cc1 | 3.6 | -2.2 | 1.8 | 0.8 | -6.8 | 4.4 | 8.5 | -13.2 | -6.2 | -5.1 | -10.4
CCCc1c(C(=O)N/N=C/c2ccccc2OCc2ccc(F)cc2)nnn1-c1nonc1N | 0.5 | 7.2 | -1.5 | 1.1 | -7.9 | 5.7 | -8.5 | -5.9 | -0.2 | -13.7 | -8.0
Cc1cc(Cc2cc(C)c(O)c(CO)c2)cc(CO)c1O | 4.0 | -1.4 | 19.2 | 0.8 | 1.6 | -5.9 | 0.1 | 9.5 | -11.6 | 3.3 | -6.8
CCCN1C(=O)c2cc(C(=O)NCCc3cccc(C)c3)ccc2C1O (stereo unspecified) | -9.0 | -1.5 | -14.1 | 1.9 | -21.3 | 6.9 | 2.6 | -40.8 | -1.3 | -41.6 | -13.3
CCC(C)(C)n1nnnc1CN1CCN(c2nc3cc(OC)ccc3cc2C#N)CC1 | 3.1 | -2.5 | -9.7 | 6.0 | 28.9 | 8.8 | 5.6 | 30.2 | -0.2 | -8.0 | -28.1
COc1cc(C(=O)Nc2nc3ccc(S(C)(=O)=O)cc3s2)cc(OC)c1C | 4.2 | 19.4* | -16.5 | -12.2 | -12.1 | 16.3 | 6.5 | 7.3 | -11.1 | -2.7 | -16.1
Cc1ccc(CS(=O)(=O)Cc2ccc(C(=O)NCCCN3CCOCC3)o2)cc1 | -2.4 | 1.1 | -15.2 | -2.0 | 0.4 | 9.5 | 13.1 | 12.8 | -2.0 | 4.9 | 7.8
CC(=O)N1CCc2c(sc3c2c(=O)n(Cc2ccccc2)c(=O)n3CC(=O)NCC2CCCO2)C1 (stereo unspecified) | 4.1 | -1.7 | 11.5 | 6.2 | 27.8 | -30.2 | 4.0 | -7.6 | -14.4 | 10.4 | -11.2
O=C(CCc1ccccc1)N/N=C/c1cccc(O)c1 | 1.5 | -1.1 | 7.3 | -2.0 | -14.3 | 11.4 | 2.8 | -9.3 | 3.3 | -4.8 | 17.1
CC[C@]12c3[nH]c4cc(CCC(=O)N(C)C)ccc4c3CCN1C(=O)[C@@H](CC(=O)NCC13CC4CC(CC(C4)C1)C3)C[C@@H]2C(=O)N1CCN(C(=O)C2CC2)CC1 | 2.4 | -2.8 | -7.4 | -6.3 | 6.3 | -1.2 | 5.1 | -7.5 | -2.7 | 0.3 | 15.6
CCc1noc(C)c1C(=O)Nc1cc(S(=O)(=O)N2CCOCC2)ccc1OC(C)C | -3.0 | -1.4 | 1.0 | 5.8 | -3.5 | -6.3 | 8.2 | -3.2 | -1.9 | -17.3 | -6.3
COc1cc(NC(=O)Cc2ccccc2)ccc1NC(=O)c1ccccc1 | -0.3 | -1.9 | 16.9 | -4.0 | -6.2 | 18.1 | -1.1 | -12.1 | -15.5 | -10.4 | -3.3
CN(C(=O)c1ccc(Br)o1)C1CCS(=O)(=O)C1 (stereo unspecified) | 1.6 | -1.0 | 1.1 | 1.3 | 0.8 | 9.8 | 1.5 | -0.5 | -3.5 | 12.1 | 19.1
Cc1ccc(CSc2ncnc3c2cnn3Cc2ccccc2)cc1 | -6.3 | -2.0 | -10.7 | -6.9 | 9.4 | -10.2 | 0.8 | 2.3 | -1.8 | -12.4 | -15.9
CN(c1ccc(C(=O)NCCSCc2ccc(Cl)cc2)cc1)S(=O)(=O)c1ccccc1 | -1.1 | -2.5 | 24.4 | -11.1 | 6.0 | 32.0 | 10.8 | 2.1 | 5.6 | 9.3 | -3.3

Five records drawn at random from those above, as already listed:
SMILES | ABHD5 PLIN5 PPI | MC4R barr agon | SRC2 inh | TLR9-MyD88 inh | LRH-1 inv ag | COUP-TFII inh | MC4R antag cAMP | EBV LMP1 NFkB | NOD2 RIPK2 PPI | SRC1 inh | NCOA3 inh
O=C1C=C(c2ccc(-c3ccccc3)cc2)C[C@@H](c2ccc(Cl)cc2)C1 | 5.7 | -2.0 | 9.4 | 6.1 | -5.9 | -3.2 | 7.2 | -0.2 | -6.4 | 3.7 | -1.5
CCc1noc(C)c1C(=O)Nc1cc(S(=O)(=O)N2CCOCC2)ccc1OC(C)C | -3.0 | -1.4 | 1.0 | 5.8 | -3.5 | -6.3 | 8.2 | -3.2 | -1.9 | -17.3 | -6.3
COc1cc(NC(=O)Cc2ccccc2)ccc1NC(=O)c1ccccc1 | -0.3 | -1.9 | 16.9 | -4.0 | -6.2 | 18.1 | -1.1 | -12.1 | -15.5 | -10.4 | -3.3
Cc1ccc(CS(=O)(=O)Cc2ccc(C(=O)NCCCN3CCOCC3)o2)cc1 | -2.4 | 1.1 | -15.2 | -2.0 | 0.4 | 9.5 | 13.1 | 12.8 | -2.0 | 4.9 | 7.8
CN(c1ccc(C(=O)NCCSCc2ccc(Cl)cc2)cc1)S(=O)(=O)c1ccccc1 | -1.1 | -2.5 | 24.4 | -11.1 | 6.0 | 32.0 | 10.8 | 2.1 | 5.6 | 9.3 | -3.3

Bioassay records deposited in PubChem BioAssay by several laboratories.
